Peg3 prom inh – inhibitors of Peg3 promoter; HeLa PEG-Prom luciferase reporter, luminescence, overnight; inhibition, % at 20 µM; 360,000 compounds, 1.7% hits; AID 588405;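 active means inhibition of at least 50% at 20 µM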
Vif imaging – HIV Vif inhibition; HEK293T cells, Vif self-association by quenched fluorescence, imaging, 24 h; inhibition, % at 7.49 µM; 340,000 compounds, 0.35% hits; in the data active means inhibition above about 50%, passing the limit was not always enough; further: some results filed as inactive read as strong as hits
KKLEB cytotox – counter-screen for CF NF-kB inhibitors: cytotoxicity | KKLEB CF airway cells viability, ATPlite luminescence, overnight; stronger effect = lower value; cells stimulated with P. aeruginosa culture filtrate | activity change (cytotoxicity), % at 5 µM | 360,000 compounds, 0.36% hits | AID 602141;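 active means corrected activity change at or below -50% at 5 µM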
CF NFkB block – inhibitors of cystic fibrosis induced NF-kB. inhibition, % at 5 µM. 360,000 compounds, 0.86% hits. KKLEB NF-kB-GFP reporter, PAF-induced, GFP fluorescence overnight;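 active means at least 50% inhibition at 5 µM, scaled per plate between neutral and stimulator controls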;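 further: PAF is a Pseudomonas aeruginosa culture filtrate used as stimulus; plate controls were PAF-stimulated DMSO wells for no effect and unstimulated DMSO wells for full effect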
PDI inh – inhibitors of human protein disulfide isomerase. P07237. 350,000 compounds, 0.052% hits. PDI insulin aggregation turbidity, A650, 90 min. inhibition, % at 10 µM;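 active means mean inhibition across replicates of 30% or more, whatever share of single replicates reach that level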;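 further: absorbance from insulin aggregation driven by PDI reduction with DTT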
Target sequence (P07237 whole entry, looked up): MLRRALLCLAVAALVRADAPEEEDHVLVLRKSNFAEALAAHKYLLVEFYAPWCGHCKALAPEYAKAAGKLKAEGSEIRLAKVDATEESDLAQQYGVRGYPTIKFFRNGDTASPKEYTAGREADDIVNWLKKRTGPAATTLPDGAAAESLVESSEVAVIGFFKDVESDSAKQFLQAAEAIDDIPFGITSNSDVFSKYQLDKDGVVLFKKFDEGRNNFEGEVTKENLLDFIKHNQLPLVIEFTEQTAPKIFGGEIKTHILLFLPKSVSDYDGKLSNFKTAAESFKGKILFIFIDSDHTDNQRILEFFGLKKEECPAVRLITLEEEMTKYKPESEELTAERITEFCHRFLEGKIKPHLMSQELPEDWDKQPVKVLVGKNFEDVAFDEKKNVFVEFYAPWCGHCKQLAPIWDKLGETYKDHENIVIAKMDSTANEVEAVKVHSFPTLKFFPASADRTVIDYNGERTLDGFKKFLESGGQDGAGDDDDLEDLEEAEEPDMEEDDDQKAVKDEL
NR2E3 ag-1 – agonists of human NR2E3 nuclear receptor; Q9Y5X4; CHO-S Gal4-NCOR/VP16-NR2E3 two-hybrid, luciferase; inhibition of corepressor binding, % at 3.98 µM; 360,000 compounds, 0.35% hits; AID 602229;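 active means inhibition above the mean of all tested compounds plus 3 SD, cut at about 70% in these data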;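 further: 0% = DMSO with NR2E3 transfected cells and 100% = cells lacking NR2E3 construct; higher means lower luciferase signal from less NR2E3 corepressor binding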
Target sequence (Q9Y5X4 whole entry, looked up, the tested form may be a part): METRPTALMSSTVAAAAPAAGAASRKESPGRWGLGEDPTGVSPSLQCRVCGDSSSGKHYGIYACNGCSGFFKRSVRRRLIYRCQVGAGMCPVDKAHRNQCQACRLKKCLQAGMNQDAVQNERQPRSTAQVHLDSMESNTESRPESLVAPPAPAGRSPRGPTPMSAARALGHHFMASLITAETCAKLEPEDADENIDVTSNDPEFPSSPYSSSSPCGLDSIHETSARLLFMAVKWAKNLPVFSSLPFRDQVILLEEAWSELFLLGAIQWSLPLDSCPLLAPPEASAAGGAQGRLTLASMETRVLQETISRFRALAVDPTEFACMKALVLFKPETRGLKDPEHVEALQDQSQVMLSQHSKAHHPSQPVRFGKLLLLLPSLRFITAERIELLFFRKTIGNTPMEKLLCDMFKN
CaV13 FRET inh – Primary screen for inhibitors of IQ motif and Ca2+-dependent inactivation inhibitor domain binding in CACNA1D, Förster resonance energy transfer in living cells, …. HEK cells, CFP/YFP FRET ICDI-IQ, plate reader, 10 min; percent FRET-ratio fall versus neutral wells. inhibition, % at 12.3 µM. 340,000 compounds, 0.098% hits;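 active means mean replicate inhibition of at least 30% and at least 1% of replicates passing that level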;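 further: 0% = median of the neutral control wells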
HIF-2a block – blocks HIF-2a reporter activity; 786-0 RCC cells HIF-2a reporter, luciferase luminescence, overnight; inhibition, % at 18.8 µM; 360,000 compounds, 0.72% hits; AID 624352;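 active means inhibition of the luminescence signal of 40% or more relative to plate controls, in a single-dose primary screen at 18.75 µM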
Shn3 inh set2 – Schnurri-3 reporter inhibition in Clone20 osteoblasts; Clone20 osteoblast Shn3 3'UTR firefly luciferase, 24 h; inhibition, % at 12.5 µM; 360,000 compounds, 0.52% hits; AID 588674;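 active means mean inhibition of at least 75% with every replicate also reaching 75%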;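 further: 0% = median of neutral control wells and 100% = pilot-screen positive control compound; some compounds past the cut are filed as inactive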
MITF TRPM1 inh – reduces MITF-dependent TRPM1 promoter luciferase signal; SK-MEL-5 TRPM1 promoter luciferase, 24 h; inhibition, % at 12.5 µM; 330,000 compounds, 0.83% hits; AID 488899;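 active means mean inhibition across replicates of 60% or more, whatever share of single replicates reaches that level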; further: values of inactives mirror those of a sister screen read the other way
NR2E3 ag-2 – NR2E3 (human) agonism | Q9Y5X4 | GST-NR2E3/biotin-RetCOR TR-FRET, 1536-well | inhibition of corepressor binding, % at 4.78 µM | 320,000 compounds, 0.12% hits | AID 2300;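 active means percent inhibition above the cutoff of mean plus 3 SD of all tested compounds, set per screening campaign, cut at about 20% in these data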;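 further: 0% = DMSO wells and 100% = biotin wells as full block of FRET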
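Format: 1536-well format; test system: GST-NR2E3 and biotin-RetCOR proteins; read-out basis: percent inhibition of TR-FRET ratio; timing: 5 h incubation at 4 °C; detection: time-resolved FRET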
Numbers without * were called inactive; x = no result given.

Each structure is followed by: Peg3 prom inh	Vif imaging	KKLEB cytotox	CF NFkB block	PDI inh	NR2E3 ag-1	CaV13 FRET inh	HIF-2a block	Shn3 inh set2	MITF TRPM1 inh	NR2E3 ag-2
CN(C)CCn1c(=N)n(CC(O)c2ccc(Cl)c(Cl)c2)c2ccccc21 (configuration not stated)
  49	-4	-17	21	2	2	-5	25	11	1	-4
CC1(C)Cc2cccc(OCC(=O)N3CCN(S(=O)(=O)c4ccccc4F)CC3)c2O1
  18	4	-16	17	5	1	-8	15	22	4	3
O=C(COc1ccc(OCc2ccccc2)cc1)NN=C1CCCC1
  16	3	-4	8	2	-14	-1	15	30	-4	1
COc1cccc2sc(=NC(=O)CCS(=O)(=O)c3ccc(C)cc3)n(C)c12
  -3	6	17	-23	3	-23	-5	-14	-5	-8	2
O=C(Nc1cc(Cl)ccc1N1CCOCC1)c1ccc2c(c1)OCCO2
  -6	-2	-9	-3	-2	-13	-19	-20	6	0	6
O=C1C2C3C=CC(CC3)C2C(=O)N1c1ccc(Br)cc1[N+](=O)[O-] (configuration not stated)
  11	-10	-16	-1	1	-30	-4	10	16	4	-4
O=C(CN1CCN(c2nc(-c3ccc(Cl)cc3)cs2)CC1)NCc1ccco1
  -4	-18	-3	-2	-2	-7	-7	-67	19	-7	4
Cc1cc(C)c(-c2cc(C)nc3ncnn23)c(C)c1
  -24	-5	-15	1	-2	-19	-19	2	-1	-9	3
O=C1c2cccc3cccc(c23)C(=O)N1c1ccccn1
  -13	2	2	-12	6	-14	2	9	16	1	-4
CCOC(=O)C1=C(C)N=c2s/c(=C/c3ccc(OCC(=O)O)cc3)c(=O)n2C1c1ccc(OC)cc1OC (configuration not stated)
  8	-1	3	6	1	1	-1	16	-4	-4	-2
CCOC(=O)N/N=C\c1ccc(OC/C=C/c2ccccc2)c(OC)c1
  -30	4	-7	10	2	-40	-6	-52	2	-23	-1
Cc1cnc(NC(=O)CSc2nnc(N)s2)s1
  -5	2	-20	-6	-5	-5	-4	-5	-1	3	0
Cc1ccc(-c2nn(-c3ccccc3)cc2CN(C)C(=O)CCC(=O)O)cc1C
  -3	22	1	-8	-2	-36	2	12	-17	-3	5
O=C(NCCCn1ccnc1)C1CC2CCC1C2 (configuration not stated)
  15	x	6	7	6	-3	-1	22	-9	1	4
O=c1[nH]nc(Cc2ccc(-c3cccc(Cl)c3)o2)c2ccccc12
  -9	-6	-11	3	1	36	x	8	74	12	0
COCCNC(=O)CN(C(=O)CCC(=O)Nc1ccccn1)c1cc(C)ccc1C
  0	-6	5	26	7	-19	-4	18	-38	7	-2
COc1ccc(-c2c(-c3ccccc3OC)sc3ccccc23)cc1OC
  28	10	10	1	-3	-5	-10	10	27	0	4
Cc1ccc(C(=O)Nc2ccccn2)cc1S(=O)(=O)N1CCOCC1
  -13	0	2	-34	-2	7	-13	-24	20	-16	0
CCOC(=O)C1=C(COC(=O)c2ccc(Cl)cc2[N+](=O)[O-])NC(=O)NC1C (configuration not stated)
  11	20	16	-11	-4	10	-4	7	-4	1	0
CC1CCN(CCc2nc3cc(NC(=O)Nc4ccccc4)ccc3n2C)CC1
  -134	-19	2	5	-6	-58	-5	-130	-18	-38	3
COc1ccc2nc(SCC(=O)N(C)CC(=O)Nc3ccc(F)cc3)[nH]c2c1
  -30	-1	0	2	-14	-6	-6	-37	-1	-18	-2
O=C(O)CSc1nnc(CSc2nc3ccccc3s2)n1-c1ccccc1
  14	-4	-1	-3	-1	20	-15	18	17	-9	4
Cc1ccc(S(=O)(=O)N(C)c2ccc(OCC(=O)O)cc2)cc1
  12	x	-1	-7	-5	-17	-6	22	-3	3	-2
Cc1nc(-c2ccccc2)sc1-c1nc(-c2cccnc2)ncc1S(=O)(=O)c1ccccc1
  35	x	-16	20	-7	-2	x	16	13	7	2
Cc1ccc(NC(=O)CN2C(=O)CCS(=O)(=O)c3ccccc32)cc1Cl
  8	-1	7	10	-5	-6	-5	1	-15	0	1
COc1ccc(NC(=O)NC2(C(=O)N3CCN4CCCC4C3)CCCCC2)cc1 (configuration not stated)
  -15	18	-4	8	18	-14	-2	-18	16	5	4
Fc1ccc(CSc2nnc(-c3cc4c(s3)-c3ccccc3CC4)o2)cc1
  22	-1	-3	-13	2	-39	-3	-3	-14	4	2
CCOC(=O)N1CCN(S(=O)(=O)c2ccc(C(=O)Nc3nnc(CSC)o3)cc2)CC1
  4	-30	-7	4	0	2	-5	21	-19	2	0
Cn1c(/C(C#N)=C/c2ccncc2)nc2ccccc21
  7	0	0	20	-2	3	-4	24	-18	7	6
Cc1ccsc1/C=N/NC(=O)Cc1ccc(Cl)cc1
  -11	0	6	-3	0	-4	-7	-37	4	-17	4
CC(=O)c1c(C(C)=O)c(C)n(NC(=O)c2cccnc2)c1C
  24	7	-3	12	-2	-27	x	-8	12	-5	3
Cc1ccc(/C=N/NC(=O)c2c(-c3ccccc3)noc2C)o1
  21	0	14	-12	2	8	-3	2	6	4	-2
Cc1nnc(SCc2nc3sc4c(c3c(=O)[nH]2)CCCC4)[nH]c1=O
  6	3	3	-10	-1	-3	-6	19	-25	0	-3
CCOC(CNC(=O)CN1C(=O)COc2ccc(S(=O)(=O)N3CC(C)CC(C)C3)cc21)OCC (configuration not stated)
  -1	5	-24	-9	x	-5	-13	2	12	15	3
Cc1c(C(=O)NC(=S)Nc2ccc3c4c(cccc24)CC3)cccc1[N+](=O)[O-]
  10	2	-4	-4	0	-16	x	-3	-5	-7	3
C=CCC(NCc1ccccc1)c1ccc(C)o1 (configuration not stated)
  1	13	7	-10	1	-20	-5	2	-4	5	2
O=C(Nc1cccc(C(=O)Nc2cccc(C(F)(F)F)c2)c1)c1ccc(=O)[nH]c1
  1	-6	1	-1	6	-13	-7	18	-8	-7	4
O=C(N/N=C/c1ccc(O)c([N+](=O)[O-])c1)C(O)(c1ccccc1)c1ccccc1
  -4	-7	10	-28	3	2	-6	14	-2	-2	5
O=C1CCC(=O)N1c1ccc(CSc2nnnn2C2CCCCC2)cc1
  13	-5	3	-5	-2	2	-6	8	7	5	1
C[C@H](NC(=O)c1ccc(Cl)c(S(=O)(=O)N2CCOCC2)c1)c1nc2ccccc2[nH]1
  9	2	-13	16	-4	-5	-6	8	-3	4	1
CN(C)C(=O)c1ccc(NC(=O)COC(=O)CC23CC4CC(CC(Br)(C4)C2)C3)cc1
  0	-3	-14	6	-5	20	-5	6	-1	2	-2
Cc1noc(C)c1S(=O)(=O)N1CCCC(C(=O)NC2CCCCC2)C1 (configuration not stated)
  19	5	7	3	-1	-21	-9	0	-7	3	4
CC1(c2nnc(-c3ccccc3)o2)CC(c2ccc(F)cc2)=NO1 (configuration not stated)
  -2	-6	10	-8	-5	-3	-10	-21	-14	-2	4
COc1cccc(COC(=O)C2CCN(C(=O)c3ccc(F)cc3)CC2)c1OC
  9	14	-1	13	0	-17	-2	20	1	3	2
COCCNC(=O)Cn1cnc2ccc(S(=O)(=O)N3CCC(C)CC3)cc2c1=O
  1	x	-4	10	-4	-3	x	9	-8	3	-1
CCCc1nnc(NC(=O)CCC(=O)N2CCN(c3ccccc3)CC2)s1
  -10	-2	15	-20	-3	4	-2	1	2	0	-1
CCCN(CCC)CC(O)CN1C(=O)N(CN2C(=O)N(CC(O)CN(CCC)CCC)C(=O)C2(C)C)C(C)(C)C1=O (configuration not stated)
  -10	1	2	0	-4	-21	-4	13	-13	-12	0
Cc1cccc(NC(=O)N2CCC(NC(=O)C3CCCCC3)CC2)c1
  9	18	5	1	7	-38	-4	6	2	0	-1
Cc1ccc(NC(=O)c2ccc(Nc3ccccc3F)nc2)cc1
  -124	6	2	-15	8	-57	-1	-186	-58	-39	-1
O=C(NCc1ccco1)C1OCCc2ccccc21 (configuration not stated)
  6	4	13	-4	-5	-13	0	9	-3	-4	-4
CCCOc1c(Br)cc(C(=O)OCc2cc(=O)n3ccsc3n2)cc1OC
  13	-2	3	58*	-2	5	-2	8	8	30	x
CCOC(=O)C1=C(COC(=O)COc2cccc(C)c2C)NC(=O)NC1C (configuration not stated)
  0	3	-13	12	4	-10	-6	10	-10	-2	2
CCOc1ccc(NC(=O)CCc2nnc3ccc(N4CCC5(CC4)OCCO5)nn23)cc1
  -4	8	-10	16	-4	0	-4	2	-29	0	1
CCc1ccc(CN(C)C(=O)CCc2nnc(COc3ccccc3)o2)cc1
  -158	-1	-13	10	-5	-42	-6	-158	-14	-46	1
Cc1ccc(C)n1-n1c(C)nc2scc(-c3cccs3)c2c1=O
  24	-17	-4	19	2	3	-6	18	18	-11	-1
Cc1cccc(CSCc2ccc(C(=O)O)o2)c1
  -38	-13	14	-10	1	-59	-20	-7	-8	-11	5
Cn1c(N)c(C(=O)CSc2nc3ccccc3[nH]2)c(=O)n(C)c1=O
  0	10	5	-15	-1	-21	-6	0	-4	-7	-2
CN(C)S(=O)(=O)c1cccc(NC(=S)Nc2cc(Cl)cc(Cl)c2)c1
  32	-1	1	0	6	10	-9	-5	-22	9	2
CC(=O)Nc1ccc(NC(=O)C(C)OC(=O)C2(c3ccc(Cl)cc3)CCCC2)cc1 (configuration not stated)
  35	-5	18	-16	12	-6	-17	32	17	9	1
COc1ccc(/C=N/NS(=O)(=O)c2ccccc2)cc1OC(=O)c1ccc(C)cc1
  6	-6	-1	11	-2	5	-1	-1	6	-5	-1

Single records, as listed above. Order of screens: Peg3 prom inh, Vif imaging, KKLEB cytotox, CF NFkB block, PDI inh, NR2E3 ag-1, CaV13 FRET inh, HIF-2a block, Shn3 inh set2, MITF TRPM1 inh, NR2E3 ag-2
`Cc1cccc(NC(=O)N2CCC(NC(=O)C3CCCCC3)CC2)c1` as listed: 9, 18, 5, 1, 7, -38, -4, 6, 2, 0, -1
`CCCc1nnc(NC(=O)CCC(=O)N2CCN(c3ccccc3)CC2)s1` as listed: -10, -2, 15, -20, -3, 4, -2, 1, 2, 0, -1

Further records.
Each structure is followed by: Peg3 prom inh	Vif imaging	KKLEB cytotox	CF NFkB block	PDI inh	NR2E3 ag-1	CaV13 FRET inh	HIF-2a block	Shn3 inh set2	MITF TRPM1 inh	NR2E3 ag-2
Cc1cc(=O)cc(C)n1-c1ccc(Cl)cc1
  8	-3	-18	-8	-3	2	-3	7	11	4	-4
COc1ccc2[nH]cc(C(=O)CN3CCCCC3)c2c1
  -4	-9	-4	-4	8	12	-7	10	-9	5	2
O=[N+]([O-])c1cccc(/C=N/Nc2nc(NCc3ccccc3)nc(N3CCOCC3)n2)c1O
  43	-7	4	29	17	23	-5	21	46	52	-1
CCOC(=O)CCN(Cc1cccs1)S(=O)(=O)c1ccc(Cl)cc1
  27	-6	14	-9	-1	-2	-7	1	10	4	4

Screening results as filed in PubChem BioAssay.
